Screening data deposited in PubChem by several laboratories.
TR-FRET SRC-2 ct: counter-screen for PPARgamma SRC-2 recruitment agonists: TR-FRET artefact. hits give high values. 200,000 tested, 0.4% active. TR-FRET ratio at 8 µM; in the data active means TR-FRET ratio above about 2000; further: inactives centre near 1500
STAT3 inh: STAT3 signaling inhibition | U3A cells, IL-6 STAT3-luciferase reporter, luminescence; host cell line lacks STAT1 | inhibition, % at 5.5 µM | 190,000 tested, 0.89% active | AID 862;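 active means inhibition above the mean inhibition across all screened compounds plus 3 SD, cut at about 44% in these data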;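 further: 0% = DMSO only wells and 100% = 100 µM nifuroxazide control wells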
ROMK primary: modulators of human ROMK potassium channel | P48048 | Tet-inducible ROMK, thallium flux fluorescence; actives lie on both sides | B-score at 10 µM | 130,000 tested, 2% active | AID 1918;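 active means signal ratio slope over the read window, or its plate-corrected B-score, at least 3 SD from the plate mean, either direction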;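 further: B-score of the F/F0 ratio slope over 7 to 12 s after thallium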
Target sequence (P48048 whole entry, looked up): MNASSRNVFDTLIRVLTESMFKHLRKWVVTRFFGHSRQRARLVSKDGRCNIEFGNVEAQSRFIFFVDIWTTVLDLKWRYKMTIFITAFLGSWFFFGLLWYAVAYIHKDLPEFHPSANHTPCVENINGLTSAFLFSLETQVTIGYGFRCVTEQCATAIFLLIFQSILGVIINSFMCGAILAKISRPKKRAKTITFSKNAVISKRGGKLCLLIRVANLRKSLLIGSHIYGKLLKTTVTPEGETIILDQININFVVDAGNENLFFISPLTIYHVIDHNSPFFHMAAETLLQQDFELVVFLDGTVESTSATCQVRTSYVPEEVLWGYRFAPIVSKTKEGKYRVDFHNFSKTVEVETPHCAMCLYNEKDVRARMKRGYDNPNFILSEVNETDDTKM
STAT1 inh: inhibitors of IFN-gamma induced STAT1 signaling; 200,000 tested, 0.35% active; inhibition, % at 5.5 µM; NIH 3T3 STAT1-luciferase reporter, luminescence;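 active means inhibition above a set limit, the mean inhibition across all tested compounds plus 3 SD, cut at about 34% in these data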;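 further: 0% = IFN-gamma with DMSO and 100% = IFN-gamma with 300 µM nifuroxazide; values of inactives mirror those of a sister screen read the other way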
STAT3 activator: STAT3 signaling activation; U3A cells, IL-6 STAT3-luciferase reporter, luminescence; 100% = signal with IL-6 EC80 alone; activation (% of control), % at 5.6 µM; 190,000 tested, 0.91% active;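 active means activation above the screen-wide mean of compound activation plus 3 SD, cut at about 130% in these data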;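 further: 0% = background luminescence of wells with medium and substrate only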
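System – human U3A cells carrying STAT3-luciferase construct · Probe or stimulus – Interleukin-6, 33 ng/mL · Schedule – compound 1 h, then IL-6 6 h at 37 °C · Signal – luminescence from STAT3-driven luciferase reporter · Evaluation – percent of IL-6-only median luminescence · Benchmarks – IL-6-only high control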
PPARg SRC-2 ag: PPARgamma-driven SRC-2 recruitment agonism | activation, % at 8 µM | PPARgamma LBD-SRC-2 recruitment, biochemical | P37231 | 200,000 tested, 0.34% active | AID 1032; in the data active means activation above about 22%;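 further: 0% = vehicle and 100% = reference agonist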
PPARg SRC-3 ag: promotes SRC-3 coactivator recruitment by human PPARgamma | P37231 | biochemical PPARgamma/SRC-3 coactivator recruitment assay | activation, % at 8 µM | 200,000 tested, 0.26% active; in the data active means activation above about 23%;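 further: 0% = DMSO and 100% = reference agonist; some compounds past the cut are filed as inactive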
bIAP act: increases bovine intestinal alkaline phosphatase activity; purified bovine IAP, CDP-star luminescence, 30 min; hits give high values; fold of DMSO-control signal, blank-subtracted; activation factor at 20 µM; 200,000 tested, 0.17% active; AID 1016;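 active means activation factor of 2 or more at 20 µM, a signal rise over negative controls twice the positive control's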
TNAP act hiacc: TNAP (human) activation, high acceptor | P05186 | purified TNAP, CDP-star luminescence, 1 M DEA, 30 min; hits give high values; 0 = EDTA background, 1 = DMSO-only activity | activation factor at 20 µM | 200,000 tested, under 10 active;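 active means activation factor at least 2 at 20 µM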
Target sequence (P05186 whole entry, looked up): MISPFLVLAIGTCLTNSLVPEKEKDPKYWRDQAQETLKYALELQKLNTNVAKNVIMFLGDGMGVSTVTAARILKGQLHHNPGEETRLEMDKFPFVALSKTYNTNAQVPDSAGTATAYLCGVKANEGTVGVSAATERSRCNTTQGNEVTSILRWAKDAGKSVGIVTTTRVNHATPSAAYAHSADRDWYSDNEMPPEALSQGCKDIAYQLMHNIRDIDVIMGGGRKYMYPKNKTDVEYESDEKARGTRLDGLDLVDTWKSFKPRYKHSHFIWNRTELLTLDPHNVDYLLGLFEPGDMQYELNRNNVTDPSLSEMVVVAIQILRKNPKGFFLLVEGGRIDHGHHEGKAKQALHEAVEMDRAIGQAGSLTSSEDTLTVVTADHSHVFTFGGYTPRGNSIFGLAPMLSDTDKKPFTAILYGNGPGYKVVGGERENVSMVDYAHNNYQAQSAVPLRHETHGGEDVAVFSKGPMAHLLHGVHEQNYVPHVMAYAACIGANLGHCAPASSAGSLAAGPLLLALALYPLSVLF
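Dosing: 20 µM single point. System: human TNAP. Amount: TNAP 1/800 final. Incubation: 30 min, room temperature. Read-out: TNAP activation factor scaled between EDTA and DMSO control wells. Signal: luminescence from CDP-star hydrolysis. Medium: 1 M DEA, pH 9.8, Mg2+, Zn2+. Control set: EDTA negative control, DMSO positive control.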
PPARg SRC-1 ag: agonists of human PPARgamma SRC-1 coactivator recruitment. P37231. AID 631. 200,000 tested, 0.41% active. activation, % at 8 µM. PPARgamma-SRC-1 coactivator recruitment biochemical assay; in the data active means activation above about 19%;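 further: 0% = DMSO and 100% = reference agonist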
bIAP inhibitor: intestinal alkaline phosphatase (bovine) inhibition. 190,000 tested, under 10 active. inhibition, % at 20 µM. AID 1019. purified bovine IAP, CDP-star luminescence, 30 min;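 active means over 50% inhibition of intestinal alkaline phosphatase at 20 µM in the single-dose screen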
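Assay system – bovine IAP enzyme · Quantity – bovine IAP at 1/65,000,000 final dilution · Detection – CDP-star luminescence signal · Times – 30 min reaction at room temperature · Also added – CDP-star substrate at 30 µM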
Starred values were filed as active, the others as inactive; / = not tested or not shown. Hits appear at their usual frequency; any-hit rate near 3.7%.

SMILES	TR-FRET SRC-2 ct	STAT3 inh	ROMK primary	STAT1 inh	STAT3 activator	PPARg SRC-2 ag	PPARg SRC-3 ag	bIAP act	TNAP act hiacc	PPARg SRC-1 ag	bIAP inhibitor
COc1cc(C(=O)Nc2ccc(-c3nc4cc(C)ccc4o3)c(O)c2)cc(OC)c1OC	1433	23	/	-8	83	0	5	1.5	1.1	3	-54
COc1cc2cc(CN(CCCN3CCOCC3)C(=O)Nc3ccc(F)cc3)c(=O)[nH]c2cc1OC	1497	-2	-0.1	1	105	-2	-3	1.1	1	-6	-11
COc1ccnc(Oc2ccc(C)cc2)c1C#N	1391	15	/	-6	89	1	-9	0.8	1	-3	16
O=[N+]([O-])c1ccc(N/N=C/c2ccc(OCc3cccc4ccccc34)cc2)nc1	1525	10	-1.8	-16	102	3	1	0.4	0.9	-1	/
C/C(Cn1nnc([N+](=O)[O-])n1)=N\NC(=O)c1ccncc1	1591	17	-1.2	0	88	6	2	1	1.1	-2	2
O=C(O)COc1c(-c2ccco2)oc2ccccc2c1=O	1645	8	0.41	-3	96	2	6	1	1	-3	2
Cc1ccc2nsnc2c1NC(=O)c1ccc([N+](=O)[O-])cc1	1713	33	-0.02	23	76	9	6	1.1	1.1	1	-13
CC(=O)Cc1nsc(NC(=O)c2cc(-c3ccccc3Cl)oc2C)n1	1519	10	/	-4	96	-3	-8	1.1	1	-4	-12
COC(=O)CNC(=O)C1CCN(C(=O)OCc2ccccc2)CC1	1580	17	/	-3	91	1	11	0.9	1	5	11
O=C(NCCc1ccccc1)C1CCN(C(=O)NCc2ccccc2)CC1	1427	3	0.058	0	101	2	-8	0.7	1	-7	25
COc1ccc(NC(=O)Cn2nc(C(F)(F)F)c3c2CCCC3)cc1OC	1449	25	-0.59	14	81	-2	13	0.5	1	-5	/
CC(C)CC(=O)NS(=O)(=O)c1ccc(N)cc1	1573	0	0.2	-5	103	7	6	1.1	1	0	-5
CCN1c2cccc3cccc(c23)S1(=O)=O	1447	12	-0.27	7	94	12	1	0.6	1	12	37
COc1cc(/C=N/NC(=O)CCN2CCN(Cc3ccccc3)CC2)cc(OC)c1OC	1368	-19	0.053	8	118	5	-3	1	1	-7	-2
CSc1ccccc1-c1nnc(-c2ccc(C)cc2)o1	1524	-33	/	-51	132	-4	4	1	1	5	4
CN(C)C(=O)c1cn(-c2ccccc2)nc1-c1cccc([N+](=O)[O-])c1	1403	24	-1.5	-8	86	1	2	1	1	13	-2
CCOCCOC(=O)C1=C(C)NC2=C(C(=O)CC(c3cccs3)C2)C1c1ccsc1 (centres undefined)	1547	3	/	21	100	5	-4	1	1.1	4	2
COc1ccc(Cn2c(C)c(C)c(C#N)c2NC(=O)Nc2cccc(Cl)c2)cc1	1419	-2	/	-4	104	-4	-4	0.9	1	0	13
COc1ccc(C(=O)n2nc(C)cc2C)cc1OC	1624	-1	-0.21	-4	102	4	-7	1	1	4	1
Cc1nc2c(s1)sc1ccccc12	1630	11	/	-17	95	6	5	0.9	1.1	6	10

Some entries already given, showing only PPARg SRC-1 ag and bIAP inhibitor.
| SMILES | PPARg SRC-1 ag | bIAP inhibitor |
| --- | --- | --- |
| O=[N+]([O-])c1ccc(N/N=C/c2ccc(OCc3cccc4ccccc34)cc2)nc1 | -1 | / |
| C/C(Cn1nnc([N+](=O)[O-])n1)=N\NC(=O)c1ccncc1 | -2 | 2 |
| O=C(O)COc1c(-c2ccco2)oc2ccccc2c1=O | -3 | 2 |
| Cc1ccc2nsnc2c1NC(=O)c1ccc([N+](=O)[O-])cc1 | 1 | -13 |
| CC(=O)Cc1nsc(NC(=O)c2cc(-c3ccccc3Cl)oc2C)n1 | -4 | -12 |
| COC(=O)CNC(=O)C1CCN(C(=O)OCc2ccccc2)CC1 | 5 | 11 |

The list continues:
SMILES	TR-FRET SRC-2 ct	STAT3 inh	ROMK primary	STAT1 inh	STAT3 activator	PPARg SRC-2 ag	PPARg SRC-3 ag	bIAP act	TNAP act hiacc	PPARg SRC-1 ag	bIAP inhibitor
Cc1ccc(C(=O)OC2CCCN(C)C2)cc1 (centres undefined)	1438	13	0.17	2	92	8	4	1	1	0	-2
O=C(CSc1ccccc1)Nc1ccncc1	1590	10	/	2	94	12	5	0.9	1	4	13
CCOC(=O)N1CCN(C(=O)c2ccc3c(=O)n(CCC4=CCCCC4)c(=S)[nH]c3c2)CC1	1640	2	-0.028	2	101	7	4	0.9	1	1	9
C[C@@H](C(=O)NCC1CC1)[C@H]1C[C@]1(C)[C@H](NC(=O)OCc1ccccc1)c1ccccc1	1636	-6	-1.2	13	102	0	-1	1	1	-2	3
CC(=O)OCCNC(=O)c1cc2ccccc2oc1=O	1587	8	/	2	96	0	20	0.8	1	4	17
Cc1ccc(C)c(NC(=S)Nc2ccc(S(=O)(=O)Nc3ncccn3)cc2)c1	1555	2	/	6	100	12	3	0.9	1	16	5
CC(=O)C1=C(C)Nc2ncnn2C1c1ccc(Cl)cc1 (centres undefined)	1370	9	/	-5	95	0	-7	0.9	1	-4	14
CCOC(=O)CNC(=O)Cn1c(C)cc2ccccc2c1=O	1331	-3	/	1	104	-8	0	0.9	1.1	-6	7
c1ccc(-c2csc(N3CCSCC3)n2)cc1	1757	4	1.1	-63	97	0	3	1.1	1	12	-9
CN(C(=O)c1ccno1)c1nnc(-c2ccccn2)s1	1664	18	-0.54	1	88	7	8	/	/	6	/
CC(=O)N[C@@H](Cc1c[nH]c2ccccc12)C(=O)OCC(=O)Nc1ccc(Cl)c(S(=O)(=O)N(C)C)c1	1603	-1	-0.16	11	104	6	-1	1.2	1.1	0	-15
CCOc1cccc2cc(C(=O)N3CCc4ccccc43)c(=O)oc12	1417	1	/	1	101	5	5	0.9	1	0	9
Nc1ccc2c(c1)Oc1ccccc1C=C2	1543	3	-3.2*	-12	102	-3	1	1.1	1	-9	-10
Cc1ccc2[nH]c(C(=O)O)c(NC(=O)c3ccccc3[N+](=O)[O-])c2c1	1502	2	/	8	99	-1	5	0.9	1	0	10
COCCCN1C(=O)C(=O)/C(=C(/O)c2ccc(OCC(C)C)cc2)C1c1cccnc1 (centres undefined)	1785	8	0.3	4	99	12	8	1	1	8	4
CCOC(=O)C1CCN(CC(=O)Nc2ccc(OC)c(Cl)c2)CC1	1786	5	-0.8	6	96	0	1	1.1	1.1	8	-12
COc1ccc(NC(=O)N2CCCC2)cc1OC	1545	0	0.28	7	104	-2	-6	0.9	1	2	11
Cc1onc(-c2ccccc2)c1C(=O)Nc1cccc(OC(C)C)c1	1600	5	/	5	100	-2	-13	0.9	1	-4	7
Cc1nc(N2CCN(C(=O)c3ccco3)CC2)c2c3c(sc2n1)CCC3	1703	4	-2.2	4	100	-4	0	1.1	1	-6	-5
CCc1c(C)nc(SCC(=O)N2CCN(c3ccccc3)CC2)[nH]c1=O	1675	-1	-0.49	-2	102	3	-1	1.1	1	6	-15
COc1ccc(C(=O)CSc2nc3nc(C)cc(C)n3n2)cc1OC	1533	-3	1.2	-5	106	5	3	1	0.9	2	-5
Cc1cccc(N2CCN(C(=O)c3cc(C)oc3C)CC2C)c1 (centres undefined)	1709	13	/	0	91	0	1	1.2	1	14	-21
Cc1cc(Cl)ccc1N=C1N=C(N)c2ccccc21	1615	13	/	7	91	4	5	0.9	1	0	13
O=C(c1cncc(Br)c1)N1CCN(c2ccc(N3CCOCC3)nn2)CC1	1480	7	/	2	98	5	-6	1	1.1	4	0
CCc1c(C)sc(NC(=O)c2cc(-c3ccc(O)cc3)on2)c1C#N	1463	6	/	8	99	-1	4	0.9	1.1	-2	13
CCOC(=O)C1CCN(C(=S)Nc2ccc(C)cc2)CC1	1342	8	0.022	-8	104	-8	5	1	1	-2	-4
c1ccc(CC2CCCNC2)cc1 (centres undefined)	1630	2	-0.03	1	104	5	6	0.9	1	1	5
Cc1cc(NC(=O)CSc2nc3ccccc3s2)no1	1613	1	0.59	2	103	6	3	1	1	-7	1
CC(=O)NNC(=O)CCn1nnc(-c2ccc(Cl)cc2)n1	1386	-3	0.13	0	107	-7	5	1.1	1	-4	-8
CC1CCCN(Cc2c(O)ccc3c(=O)c(-c4nc5ccccc5s4)c(N)oc23)C1 (centres undefined)	1361	4	/	-15	101	5	-1	1.1	1.1	-8	-12
c1ccc(-c2cnnc(N3CCOCC3)n2)cc1	1709	0	/	-14	103	7	-2	0.9	1	2	11
CCCCOC(=O)NC(NCC(O)c1ccccc1)(C(F)(F)F)C(F)(F)F (centres undefined)	1479	18	/	-1	90	0	10	0.9	1	2	9
COC(=O)CC/C(O)=C1\C(=O)CC(C)(C)CC1=Nc1ccccc1OC	1495	10	0.33	1	96	-6	-8	0.9	1.1	-2	12
Cc1cc(C)c2c(=O)n(CC(=O)NCCCN3CCN(c4ccccc4F)CC3)sc2n1	1523	-6	/	2	105	-6	1	1	1	1	3
CCOP(=O)(c1ccccc1)c1nc(-c2ccc(F)cc2)oc1N1CCCCC1 (centres undefined)	1441	2	0.54	8	101	0	-1	1.1	1	-4	-10
Cc1nnc(SC(=O)N2c3ccccc3Sc3ccccc32)s1	1540	20	/	27	88	1	1	1	1	1	0
COc1ccc(CC(=O)O/N=C(\N)Cc2cccc3ccccc23)cc1	1366	8	-0.019	18	96	5	2	1.2	1	2	-20
COCCCNc1nc2c(c(=O)[nH]c(=O)n2C)n1CC(O)COc1ccccc1 (centres undefined)	1267	-5	-0.1	-4	108	-8	-6	0.9	1	-4	8
Cc1ccc(C(=O)N2CCN(c3ncnc4c(-c5ccccc5)nsc34)CC2)cc1	1532	-5	0.78	-2	106	4	0	1.1	1.1	0	-13
Cc1cc(NC(=O)CSc2nnc(-c3ccc4c(c3)OCCO4)o2)no1	1256	-2	/	-3	103	4	-11	0.9	1.1	-2	11
COCCCNC(=O)CC1C(=O)N(Cc2ccccc2)C(C)c2nc3ccccc3n21 (centres undefined)	1436	-4	-4.4*	-3	105	-6	-2	1	1	0	-1
O=C(COc1ccc([N+](=O)[O-])cc1)NCc1ccncc1	1561	6	/	1	99	3	3	1	1	12	-4
Cc1noc(C)c1COC(=O)[C@H](C)NS(=O)(=O)c1ccc(Cl)c(Cl)c1	1565	10	-1	0	98	-1	3	1.1	1	-1	-11

An excerpt of these results, with two lines to a compound:
Fields – TR-FRET SRC-2 ct, STAT3 inh, ROMK primary, STAT1 inh, STAT3 activator, PPARg SRC-2 ag, PPARg SRC-3 ag, bIAP act, TNAP act hiacc, PPARg SRC-1 ag, bIAP inhibitor
Cc1cccc(N2CCN(C(=O)c3cc(C)oc3C)CC2C)c1 (centres undefined)
→ 1709, 13, /, 0, 91, 0, 1, 1.2, 1, 14, -21
Cc1cc(Cl)ccc1N=C1N=C(N)c2ccccc21
→ 1615, 13, /, 7, 91, 4, 5, 0.9, 1, 0, 13
